Screening results as filed in PubChem.
KB-3-1 tox – KB-3-1 parental cell cytotoxicity; KB-3-1 viability, CellTiter-Glo ATP luminescence, 72 h; Potency, µM (top dose mostly 46.1 µM), for the others: top-dose activity change, negative = cytotoxic, most hits filed as cytotoxic; hit rate 1.4% among 400,000; AID 1347075; also: % is scaled to controls: 0 for no effect and ±100 for the full control effect; nearly all actives have a fitted effect of over 60% in size
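KB-3-1 cells, DMEM (no phenol red) + 10% FBS; compound by pin transfer, 72 h, 37 °C. Readout: CellTiter-Glo luminescence after 10 min. Data normalized, curve-fitted.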
HT1080NT lethal – kills 2HG-producing HT-1080-NT fibrosarcoma cells | AID 686970 | HT-1080-NT fibrosarcoma viability, CellTiter-Glo ATP luminescence, 48 h | hit rate 1.6% among 360,000 | Potency, µM (highest dose often 46.1 µM), for inactives: at the highest dose activity, negative = less viability, hits mostly cytotoxic;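 also: NT is the 2HG producing partner of a matched IDH1 knockdown line; 0% = DMSO-treated cells and -100% = media-only wells without cells; nearly all actives have a fitted effect of over 55% in size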
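Viability of the 2HG-overproducing fibrosarcoma line after 48 hours of compound exposure at 37 degrees C was determined by luminescence with CellTiter-Glo, and concentration-effect curves were then fitted and categorized.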
KB-V1 MDR tox – KB-V1 MDR subline cytotoxicity | Potency, µM (top dose mostly 46.1 µM), without a hit: top-dose activity change, negative = cytotoxicity, hits mostly cytotoxic | AID 1347076 | hit rate 3.4% among 400,000 | KB-V1 MDR cells viability, CellTiter-Glo, 72 h; also: % is scaled to controls: 0 for no effect and ±100 for the full control effect; nearly all actives have a fitted effect of over 60% in size
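Cytotoxicity toward P-gp-expressing KB-V1 cells was determined as loss of CellTiter-Glo luminescence after 72 h at 37 degrees C. Compounds were tested in quantitative HTS format across a concentration range, with curves fitted to normalized data.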
GLP1R cytotox – cytotoxic in the GLP-1 receptor inverse agonist counter-screen; HEK293 cAMP-luciferase reporter cells, luminescence, 24 h; Potency, µM (titrated, usually from 38.3 µM), without a hit: at the highest dose activity change, negative = inhibition, actives largely listed as inhibitors; hit rate 0.13% among 410,000; AID 624418;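 also: loss of luciferase light is scored as toxicity; % is scaled to controls: 0 for no effect and ±100 for the full control effect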
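MLSMR compounds, 24 hr on cells at 37 deg C/5% CO2; luminescence after luciferase reagent (12 min RT). Inhibition counted as the undesired cytotoxic outcome.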
TDP-43 yeast inh – inhibitors of TDP-43 toxicity in yeast | TDP-43 expressing yeast growth rescue, BacTiter-Glo, 24 h | Potency, µM (series often up to 46.1 µM), for the others: at the highest dose growth rescue (activation), usual class: activators | hit rate 1.8% among 410,000 | AID 652104; also: % of control where 0% means no effect; nearly all actives have a fitted effect of over 50% in size
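Galactose-induced TDP-43 yeast, OD600=0.02, compound pinned; 24 hr, 30 deg C; BacTiter-Glo luminescence for growth. Inhibitors of TDP-43 toxicity read as activators.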
GLP-1R agonist – GLP-1 receptor (human) agonism | HEK293 GLP-1R CRE-luciferase, luminescence, 4-6 h; cells express a hypersensitive GLP-1R form | Potency, µM (highest dose often 45.6 µM), inactives show at the top dose activation, hits mostly activators | hit rate 0.007% among 380,000; also: % of control where 0% means no effect
Target sequence (P43220 whole entry, looked up): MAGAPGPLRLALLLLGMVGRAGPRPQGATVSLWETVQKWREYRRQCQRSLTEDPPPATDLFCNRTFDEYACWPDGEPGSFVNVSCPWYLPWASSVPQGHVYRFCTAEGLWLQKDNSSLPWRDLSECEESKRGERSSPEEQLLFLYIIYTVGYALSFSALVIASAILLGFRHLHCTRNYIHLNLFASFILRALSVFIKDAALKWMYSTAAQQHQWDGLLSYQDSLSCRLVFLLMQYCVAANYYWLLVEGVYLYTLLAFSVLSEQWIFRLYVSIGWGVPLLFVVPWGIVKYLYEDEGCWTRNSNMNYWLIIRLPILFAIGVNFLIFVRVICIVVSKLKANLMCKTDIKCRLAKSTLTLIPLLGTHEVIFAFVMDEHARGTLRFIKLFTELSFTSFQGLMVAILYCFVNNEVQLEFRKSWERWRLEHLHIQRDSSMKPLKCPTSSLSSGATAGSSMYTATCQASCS
GLP-1R inv ag – GLP-1 receptor (human) inverse agonism; HEK293 GLP-1R CRE-luciferase, luminescence, 24 h; GLP-1R form is constitutively active; Potency, µM (series often up to 38.3 µM), without a hit: top-dose activity change, negative = inhibition, most hits filed as inhibitors; hit rate 1.6% among 410,000; also: % is scaled to controls: 0 for no effect and ±100 for the full control effect; nearly all actives have a fitted effect of over 55% in size
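GLP-1R inverse agonism mode: basal reporter luminescence in engineered HEK293 cells measured after one day of compound exposure at 37 deg C, with a 12 min room-temperature detection step.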
HT1080 IDH1KD tx – kills HT-1080 cells with IDH1 knockdown; HT-1080 IDH1 knockdown viability, ATP luminescence, 48 h; Potency, µM (highest dose often 46.1 µM), for inactives: at the highest dose activity, negative = toxicity, most hits filed as cytotoxic; hit rate 2% among 360,000; AID 686971;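 also: 0% = DMSO wells and -100% = cell-free medium wells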
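Knockdown cells (IDH1KD HT-1080) received compounds 2 h after plating at 750 cells/well and were kept 48 h at 37 °C in 5% FBS RPMI. A CellTiter-Glo luminescence read gave % activity for curve fitting.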
SW480 rerep – induces DNA re-replication in SW480 colon adenocarcinoma cells. SW480 DNA re-replication, Hoechst DNA content imaging, 48 h. Potency, µM (titrated, usually from 46.1 µM), inactives show at the highest dose re-replication activation, actives largely listed as activators. hit rate 1.8% among 340,000. AID 624297; also: % of control where 0% means no effect; nearly all actives have a fitted effect of over 55% in size
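Readout is total intensity of Hoechst-stained nuclei, excited at 405 nm and collected at 500-530 nm. Compound treatment lasted 48 hr at 37 C in 5% CO2 before staining.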
An asterisk follows results filed as active; ? = inconclusive; . = not tested or not shown; [ ] = another dose, or the depositor's remark. Calls follow the shape of the dose curve; as a rule, active = well fitted curve in the direction sought with a large enough effect; inconclusive = small, poorly fitted or top-dose-only effect, or another doubt; inactive = no such curve, though single readings can be large; an effect the other way counts as inactive or inconclusive. Potency is read from the fitted curve at half-maximal effect.

SMILES	KB-3-1 tox	HT1080NT lethal	KB-V1 MDR tox	GLP1R cytotox	TDP-43 yeast inh	GLP-1R agonist	GLP-1R inv ag	HT1080 IDH1KD tx	SW480 rerep
CCN(CC)CCNC(=O)c1ccc(NC(=O)c2ccc(-n3cncn3)c([N+](=O)[O-])c2)cc1	0%	1%	?	0%	22%	1%	?	1%	.
COC(=O)c1c(NC(=O)c2ccccc2F)sc2c1C(C(=O)OC)CC2 (configuration not stated)	2%	23%	12%	-3%	-9%	-5%	9%	12%	-9%
COc1cc(C(=O)NCCC(=O)N2CCN(C)CC2)cc(OC)c1OC	-6%	-1%	-2%	5%[7.66 µM]	-2%	1%	15%[7.66 µM]	14%	-7%
O=C(O)C1CCN(C(=O)c2ccc(Cl)cc2)CC1	7%	11%	-2%	-9%	11%	-9%	10%	12%	-8%
CCn1nnc2cc(C(=O)Nc3cccc(C)c3C)ccc21	?	.	?	-18%	8%	.	-22%	.	.
CC(=O)c1cccc(NC(=S)NC(=O)c2ccc(Br)cc2)c1	-6%	1%	?	-23%	12%	-6%	16%	1%	?
CN(/N=C/c1ccc(-c2ccc([N+](=O)[O-])cc2)o1)c1ccccc1	4%	25%	18%	47%[activator]	.	0%	11%	?	-39%[1.84 µM]
CC(=O)OCn1nnc2ccccc2c1=O	0%	15%	0%	2%	-6%	-9%	20%	21%	0%
O=C(CSc1nnc(CNC(=O)c2ccco2)o1)Nc1cccc(Cl)c1	0%	11%	-3%	-9%	6%	-5%	-18%	19%	-21%
COc1ccccc1/C=C/C(=O)c1ccccc1	1%	-18%	8%	-1%	?	-8%	-29%	-22%	?
COc1cc(C(=O)Nc2nnc(CC(C)C)s2)c([N+](=O)[O-])cc1OC	-5%	-1%	17%	-15%	-3%	1%	-4%	-2%	-86%[inhibitor]
COc1ccc(-c2cn3nc(N4CCCC(C(=O)NCc5ccccc5C)C4)sc3n2)cc1 (configuration not stated)	-19%	.	0%	-11%	4%	.	-10%	.	.
COC(=O)Nc1ccc(S(=O)(=O)N2CCCC(C(=O)N3CCCCC3)C2)cc1 (configuration not stated)	9%	0%	?	-1%	-12%	5%	1%	0%	3%
COc1cc(/C=N/NC(=O)Nc2ccccc2)ccc1OCCOc1ccccc1C	-2%	-19%	2.3µM*	6%	-13%	9%	0%	7.1µM*	?
COC(=O)C1C(c2ccc(OC)cc2)C(C(=O)OC)S(=O)(=O)C(CCN2CCCCC2)S1(=O)=O (configuration not stated)	8%	-1%	?	0%[7.66 µM]	-3%	1%	8%[7.66 µM]	6%	14%
COc1ccccc1-c1c(C(F)(F)F)oc2cc(OC(=O)c3cccc([N+](=O)[O-])c3C)ccc2c1=O	?	0%	-25%	-2%	-4%	-7%	0%	?	5%
CCOC(=O)C(=O)N1CCN(c2ccccc2OC)CC1	0%	-2%	-19%	12%[7.66 µM]	1%	0%	-13%[7.66 µM]	17%	-2%
CCN(c1ccccc1)S(=O)(=O)c1ccc(C(=O)OC(C)C(=O)NCCC2=CCCCC2)cc1 (configuration not stated)	6%	1%	-22%	2%	8%	-8%	?	1%	1%
O=C(NNC(=O)c1cc2cc(OC(F)(F)F)ccc2[nH]1)c1ccc(Cl)cc1	-1%	9%	4%	-18%	-26%	1%	-4%	-2%	?
O=C(Cc1ccccc1)NNc1ccc2ccccc2c1	?	?	-12%	-15%	7%	-1%	0.56µM*	3.7µM*	-8%

Reprinted from the part before: five compounds; new compounds follow.
SMILES	KB-3-1 tox	HT1080NT lethal	KB-V1 MDR tox	GLP1R cytotox	TDP-43 yeast inh	GLP-1R agonist	GLP-1R inv ag	HT1080 IDH1KD tx	SW480 rerep
COc1ccccc1-c1c(C(F)(F)F)oc2cc(OC(=O)c3cccc([N+](=O)[O-])c3C)ccc2c1=O	?	0%	-25%	-2%	-4%	-7%	0%	?	5%
CCOC(=O)C(=O)N1CCN(c2ccccc2OC)CC1	0%	-2%	-19%	12%[7.66 µM]	1%	0%	-13%[7.66 µM]	17%	-2%
CCN(c1ccccc1)S(=O)(=O)c1ccc(C(=O)OC(C)C(=O)NCCC2=CCCCC2)cc1 (configuration not stated)	6%	1%	-22%	2%	8%	-8%	?	1%	1%
O=C(NNC(=O)c1cc2cc(OC(F)(F)F)ccc2[nH]1)c1ccc(Cl)cc1	-1%	9%	4%	-18%	-26%	1%	-4%	-2%	?
O=C(Cc1ccccc1)NNc1ccc2ccccc2c1	?	?	-12%	-15%	7%	-1%	0.56µM*	3.7µM*	-8%
Cc1ccc(NC(=O)CCN2C(=O)NC3(CCCC3)C2=O)cc1S(=O)(=O)N1CCOCC1	30%	5%	?	6%	3%	5%	7%	-5%	26%
Cc1cc(C)c(C#N)c(Nc2ccccc2F)n1	3%	-3%	?	-3%	4%	24%	1%	7%	-12%
CCOC(=O)CC(NC(=O)c1cccs1)c1ccc(OCC)cc1 (configuration not stated)	7%	-1%	?	-9%	13%	10%	-15%	0%	-12%
CCC(=O)N1CCc2cc(Br)cc(S(=O)(=O)CCC(=O)NCc3ccc(F)cc3)c21	14%	.	3%	5%	-2%	.	1%	.	.
OC[C@@H]1[C@@H](c2ccc(Cl)cc2)C(c2ccccc2)=NN1c1ccccc1	5%	?	-1%	149%[activator]	?	0%	?	?	23µM*
Cc1cc(OCC(=O)c2ccc(C(F)(F)F)cc2)n2cnnc2n1	4%	13%	30%	-4%	-3%	0%	-14%	7%	-10%
COc1ccc(OCC(=O)Nc2ccncc2)cc1	0%	5%	0%	3%	-13%	-5%	4%	16%	-1%
CCOc1ccc(C(C)C)cc1S(=O)(=O)N1CCOCC1	10%	3%	?	11%	23%	3%	1%	-1%	0%
COc1ccccc1NC(=O)C(Cc1ccccc1)NS(=O)(=O)c1ccc2c(c1)CCN2C(C)=O (configuration not stated)	-6%	.	9%	2%	17%	.	6%	.	.
COc1ccccc1NC(=O)CSc1nnc(C)s1	29%	-1%	13%	15%	0%	12%	19%	9%	-7%
CSc1nnc(N2C(=O)C(O)=C(C(=O)c3ccc(C)o3)C2c2ccc(C)cc2)s1 (configuration not stated)	-28%	-2%	-17%	7%	13%	-1%	1%	5%	?
CC12CC(O)C3c4ccc(O)cc4CCC3C1CC/C2=N\O (configuration not stated)	23%	5%	?	-11%	2%	0%	-13%	-1%	0%
Cc1cc2c(c(C)c1Br)C(c1ccc3c(c1)OCO3)CC(=O)O2 (configuration not stated)	0%	-1%	-1%	-2%	19%	3%	?	-3%	8%
O=C(CN1C(=O)CCC1=O)Nc1nc2c(F)cc(F)cc2s1	6%	-2%	?	2%	13%	-1%	11%	4%	-16%
Cc1cc(C)c(S(=O)(=O)O)c(C)n1	5%	3%	12%	6%	23%	-14%	-7%	8%	-2%
CCC1(c2ccc(F)cc2)NC(=O)N(CC(=O)N2c3ccccc3NC(=O)C2(C)C)C1=O (configuration not stated)	-21%	-3%	22%	-1%	18%	-8%	6%	-18%	?
COc1cc(C(=O)Nc2cccc(OCc3cc(=O)n4c(C)csc4n3)c2)cc(OC)c1OC	0%	.	12%	-1%	2%	1%	6%	.	.
COc1ccc(CNC(=O)c2cc3cccc4c3n2CC(C)S4)cc1OC (configuration not stated)	-7%	.	2%	-1%	16%	.	-11%	.	.
CC(=O)c1ccc(OCC(=O)OCc2cc(-c3ccco3)on2)cc1	3%	1%	0%	-17%	-12%	-32%	7%	7%	-7%
COc1ccc(F)cc1S(=O)(=O)N1CCC2(CC1)OCCN2S(=O)(=O)c1cccs1	-1%	0%	?	-4%	4%	4%	6%	-5%	0%
O=C(Nc1ccc(C(F)(F)F)cc1)c1cc(-c2cccnc2)nc2ccc(Br)cc12	3%	11%	?	-1%	-2%	4%	-10%	5%	?
CCCCNC(=O)CSc1nc(Cc2ccccc2)nc2ccccc12	-43%	-24%	-18%	-14%	-1%	-2%	?	-3%	1%
O=C(CN1CCC(NC(=O)Nc2ccccc2)CC1)Nc1ccccc1F	?	2%	0%	-7%	-9%	8%	?	3%	0%
Cc1ccc(C(=O)Nc2cc(C)c(OCC(=O)N3CCOCC3)c(C)c2)cc1	8%	-8%	-21%	23%	11%	-9%	?	-4%	-4%
Cc1cccc(C)c1OCC(=O)NCC1COc2ccccc2O1 (configuration not stated)	-40%	0%	9%	19%	16µM*	8%	?	0%	5%
CN(C)c1ccc(C(=N)Cc2ccc3ccccc3n2)cc1	-5%	0%	6%	6%	-8%	-1%	10%	-3%	.
CCC(C)NC(=O)Cn1ncc2c(C)n(Cc3ccc(F)cc3)c(C)c2c1=O (configuration not stated)	-7%	.	2%	6%	24%	.	-6%	.	.
CCN1CC(CN(C)Cc2nc(-c3ccc(C(F)(F)F)cc3)no2)CC1=O (configuration not stated)	?	?	?	8%	3%	6%	-30%	-24%	?
COc1ccc(C2=NC(c3ccccc3)=Nc3ccc(C)cc3N2)cc1	1%	.	-2%	4%	0%	.	?	.	.
CSCCC(NC(=O)c1cc(CC(C)C)oc1C)C(=O)O (configuration not stated)	6%	10%	?	-5%	0%	-6%	-3%	10%	-4%
O=C(CN1C(=O)c2cccc3cccc(c23)C1=O)N1CCN(c2ccccn2)CC1	23%	-2%	?	-1%	-5%	2%	-16%	-2%	-5%
O=C(O)c1ccc(NCCC2=CCCCC2)c([N+](=O)[O-])c1	0%	1%	25%	-14%	16µM*	-2%	?	1%	0%
O=C(N/N=C/c1cc([N+](=O)[O-])ccc1O)c1cccc2cc[nH]c12	?	?	1%	8%	?	-2%	?	9.2µM*	7.3µM*
CN(C)c1cccc(-c2nnc(SCCCC#N)o2)c1	0%	12%	21µM*	1%	25%	-7%	-5%	3%	-5%
COc1ccc(NC(=O)c2ccccc2N(Cc2ccccc2)S(C)(=O)=O)cc1OC	7%	0%	-25%	0%	-19%	16%	0%	6%	-6%
